# USP7 inh = blocks human USP7 ubiquitin-rhodamine cleavage; 47,000 tested, 0.3% active; purified USP7, Ub-rhodamine cleavage fluorescence; Q93009; inhibition, % at 20 µM; AID 1645854
# Target sequence (Q93009 whole entry, looked up): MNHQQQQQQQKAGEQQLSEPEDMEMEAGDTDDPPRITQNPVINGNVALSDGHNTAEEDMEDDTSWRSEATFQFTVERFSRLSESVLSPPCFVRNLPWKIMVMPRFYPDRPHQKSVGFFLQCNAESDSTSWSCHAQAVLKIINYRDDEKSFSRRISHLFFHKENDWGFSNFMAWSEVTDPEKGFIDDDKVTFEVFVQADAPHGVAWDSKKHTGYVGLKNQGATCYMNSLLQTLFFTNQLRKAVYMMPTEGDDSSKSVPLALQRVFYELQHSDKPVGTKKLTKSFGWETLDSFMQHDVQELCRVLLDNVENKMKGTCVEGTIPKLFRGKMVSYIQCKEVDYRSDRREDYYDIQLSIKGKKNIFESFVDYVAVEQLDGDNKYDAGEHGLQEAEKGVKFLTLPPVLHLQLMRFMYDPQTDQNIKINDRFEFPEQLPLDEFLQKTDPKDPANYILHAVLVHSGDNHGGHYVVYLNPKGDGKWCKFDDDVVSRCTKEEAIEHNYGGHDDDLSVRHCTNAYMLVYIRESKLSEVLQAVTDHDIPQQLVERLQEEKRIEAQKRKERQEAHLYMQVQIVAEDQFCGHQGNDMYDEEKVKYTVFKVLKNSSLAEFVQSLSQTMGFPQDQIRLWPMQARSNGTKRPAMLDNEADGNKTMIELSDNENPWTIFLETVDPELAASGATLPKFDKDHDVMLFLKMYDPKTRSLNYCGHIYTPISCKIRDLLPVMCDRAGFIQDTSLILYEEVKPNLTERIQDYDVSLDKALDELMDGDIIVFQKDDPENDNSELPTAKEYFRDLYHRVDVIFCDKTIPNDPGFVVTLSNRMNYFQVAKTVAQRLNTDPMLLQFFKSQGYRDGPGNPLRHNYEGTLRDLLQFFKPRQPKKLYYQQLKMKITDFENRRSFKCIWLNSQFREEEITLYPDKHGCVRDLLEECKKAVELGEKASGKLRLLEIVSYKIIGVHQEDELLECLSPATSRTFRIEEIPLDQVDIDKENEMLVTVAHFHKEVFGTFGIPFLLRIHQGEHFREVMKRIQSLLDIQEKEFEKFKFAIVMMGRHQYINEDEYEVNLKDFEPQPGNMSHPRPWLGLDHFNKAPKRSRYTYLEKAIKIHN
# OTUD3 block = human OTUD3 deubiquitinase inhibition; Q5T2D3; AID 1645858; inhibition, % at 25 µM; purified OTUD3, Ub-rhodamine fluorescence, 2 h; 47,000 tested, 0.7% active
# USP10 inh = human USP10 deubiquitinase inhibition; Q14694; purified USP10, Ub-rhodamine fluorescence, 60 min; inhibition, % at 20 µM; 47,000 tested, 1.1% active
# UCHL1 inh = inhibitors of human UCHL1 deubiquitinase; inhibition, % at 20 µM; purified UCHL1, Ub-rhodamine cleavage fluorescence; AID 1645859; P09936; 47,000 tested, 0.2% active
# USP17 inh = human USP17-like deubiquitinase inhibition. 47,000 tested, 6.5% active. A8MUK1. AID 1645855. purified USP17, Ub-rhodamine cleavage fluorescence, 3 h. inhibition, % at 50 µM
# USP8 block = blocks human USP8 ubiquitin-rhodamine cleavage; P40818; purified USP8, Ub-rhodamine cleavage fluorescence, 30 min; 47,000 tested, 4.2% active; inhibition, % at 20 µM
# USP30 block = human USP30 deubiquitinase inhibition. 47,000 tested, 5.3% active. inhibition, % at 25 µM. AID 1645860. purified USP30, Ub-rhodamine cleavage fluorescence
# USP28 inh = inhibitors of human USP28 deubiquitinase; inhibition, % at 25 µM; 47,000 tested, 3% active; Q96RU2; purified USP28, Ub-rhodamine cleavage fluorescence, 30 min
# An asterisk follows results filed as active; i = inactive; nt = not tested or not shown. Cut-off read from the data, not from the text of the source: active = inhibition above about 30%; inactive = the rest.
no.	SMILES	USP28 inh	UCHL1 inh	USP30 block	USP7 inh	OTUD3 block	USP8 block	USP17 inh	USP10 inh
1	CC(C)S(=O)(=O)N1C[C@H]2NCc3ccccc3[C@@H]2C1	7	1	8	4	4	-2	0	1
2	Cc1cccc(CNC(=O)Cn2ccc3ccc(N4CCOCC4)nc32)c1	-91	-1	-339	-26	-59	-22	-48	-3
3	CCOc1ccc(CCNS(=O)(=O)c2ccc3c(c2)c(=O)n(C)c(=O)n3C)cc1OCC	2	1	16	2	3	-13	-5	-3
4	CC(=O)N1Cc2ccccc2CC2(CCN(Cc3ccccn3)CC2)C1	3	0	5	4	5	-14	1	-2
5	CC1(C)Oc2ccc(O)cc2CC1O (stereo not drawn)	-7	-2	-17	-4	-19	1	-30	-1
6	Cc1cc(Nc2ccc(C(=O)N3CCC(C)CC3)cc2)n2nc(-c3cccnc3)nc2n1	6	0	18	1	8	0	-1	1
7	O=C(N[C@H]1[C@H](O)[C@H](O)C[C@@H]1c1ccc(C(F)(F)F)nc1)c1cc2ccccc2s1	-12	1	-2	0	-12	-16	1	-3
8	CC(=O)Nc1nc(C)c(-c2nc3ccc([N+](=O)[O-])cc3[nH]2)s1	0	2	2	2	10	-51	5	-2
9	Cc1cccc(NC(=O)CN2CCCN(S(=O)(=O)c3ccc(Br)cc3)CC2)c1	-5	1	1	4	0	-21	-4	2
10	CN(C)c1ccc(CNc2nn3c(-c4cccnc4)cnc3s2)cc1	67*	3	91*	4	40*	24	63*	7
11	O=C1COC2(CCNCC2)CN1Cc1cccc(Cl)c1	-10	-1	-18	3	-1	4	-18	1
12	O=C(Cn1cccc(S(=O)(=O)N2CCCCCC2)c1=O)Nc1ccc(F)cc1	-18	-4	5	-21	-72	16	42*	-5
13	CC1=C(C(=O)N2CCCCC2)C(c2cccc(Cl)c2)n2ncnc2N1 (stereo not drawn)	4	0	18	2	5	10	2	1
14	COc1ccc(C(=O)N2CCN(CC3CC4C=CC3C4)CC2)cc1 (stereo not drawn)	-15	-4	3	-3	6	4	3	-2
15	Cc1ccc(N2CC(c3nnc(NC(=O)Cc4ccc(F)cc4)s3)CC2=O)cc1C (stereo not drawn)	5	0	12	4	18	-4	7	8
16	COC(=O)CCSCC(=O)N1N=C(c2ccc(Br)cc2)CC1c1cccc(OC)c1OC (stereo not drawn)	8	5	13	-9	4	12	16	9
17	O=C(Cn1c(=O)n(Cc2ccncc2)c(=O)c2ncccc21)Nc1ccc(F)cc1	-11	-1	-18	-2	-5	9	-13	-3
18	COc1ccc(NC(=O)CCc2c(C)c3c(C)nn(-c4cccc(F)c4)c3n(C)c2=O)c(OC)c1	14	1	29	0	22	-7	20	-3
19	CC(C)(C)C(=O)N1CCC(c2cncc(-c3cccc(C(=O)O)c3)n2)CC1	5	0	-1	2	5	-2	6	4
20	O=C(Nc1cc(Cl)ccc1-n1cncn1)c1ccccc1SCc1ccccc1F	4	2	-40	-43	-4	-10	-37	-8
21	CCOc1cccc(-c2noc(-c3c(O)c4ccccc4[nH]c3=O)n2)c1	0	1	3	1	-2	-12	1	3
22	Cc1nc(NC(=O)Cn2cncn2)sc1Cc1cccc(F)c1	11	1	1	-4	7	12	4	1
23	Cc1ccc(S(=O)(=O)Nc2cccc(Cl)c2)cc1NC(=O)CCC(=O)c1ccc(Cl)cc1	-12	3	18	-20	0	7	0	34*
24	COc1ccc(C2c3c(-c4ccccc4O)n[nH]c3C(=O)N2Cc2ccncc2)cc1OC (stereo not drawn)	0	3	16	9	1	14	0	0
25	O=C(c1ccc(=O)[nH]c1)N1C[C@H]2CC[C@@H](Oc3cccnc3)[C@H]2C1	-3	-2	-11	1	-8	-1	-4	-1
26	O=C(O)C1CCC(CNCc2cccnc2)CC1 (stereo not drawn)	-10	-7	-14	-5	-12	-8	-4	1
27	CN(Cc1nn(C)c(Cl)c1Cl)C(=O)c1cc(C2CC2)nc2c1cnn2C	-5	-2	-10	-9	-3	-20	-9	0
28	Cc1nc(C2CCCN2C(=O)c2nccc3ccccc23)ncc1C(=O)N1CCOCC1 (stereo not drawn)	0	-2	4	3	-3	11	3	-1
29	CC(CCc1ccccc1)NC(=O)[C@H](C(C)C)N1C(=O)N2CCc3c([nH]c4ccccc34)[C@@]2(C)C1=O (stereo partly drawn)	23	8	18	10	12	6	15	0
30	COC(=O)c1nnn(-c2nc(C)c3c(n2)CCCC3)c1C(=O)OC	0	0	-2	0	0	14	0	0

# Entries of single compounds from above. Order of screens: USP28 inh | UCHL1 inh | USP30 block | USP7 inh | OTUD3 block | USP8 block | USP17 inh | USP10 inh
# Record of Cc1cccc(NC(=O)CN2CCCN(S(=O)(=O)c3ccc(Br)cc3)CC2)c1 : -5 | 1 | 1 | 4 | 0 | -21 | -4 | 2
# Record of CC(C)(C)C(=O)N1CCC(c2cncc(-c3cccc(C(=O)O)c3)n2)CC1 : 5 | 0 | -1 | 2 | 5 | -2 | 6 | 4

# Next section:
no.	SMILES	USP28 inh	UCHL1 inh	USP30 block	USP7 inh	OTUD3 block	USP8 block	USP17 inh	USP10 inh
31	COc1ccc(Cn2cnc3c([nH]c4ccc(Br)cc43)c2=O)cc1	-24	3	-13	3	-20	0	61*	0
32	CN1CCN(C(=O)c2oc3ccccc3c2NC(=O)c2cccc(F)c2)CC1	-1	-1	5	-6	0	-1	-5	3
33	COc1cc(C2CCN(S(=O)(=O)c3ccc(F)cc3)CC2)on1	-2	-2	0	0	-2	-9	nt	-1
34	O=C(CN1CCN(Cc2ccc(F)cc2)C1=O)NCc1ccc2c(c1)OCO2	15	2	26	2	11	15	17	1
35	Cc1nc(C)n(CC2CCCCN2Cc2cccc(C(N)=O)c2)n1 (stereo not drawn)	-11	-1	-7	0	-3	-2	-10	-1
36	COc1cccc(C(c2c(NC(=O)c3ccccc3)sc(C)c2C)N2CCN(C)CC2)c1 (stereo not drawn)	20	7	4	9	8	9	5	2
37	O=C1CCC[C@@H]2[C@H](C[C@H](c3ccccc3)N2C(=O)COc2ccc(F)cc2)N1	7	2	11	-15	8	7	0	2
38	Cc1cc(C(=O)N2CCc3nc(C(=O)N(C)C)sc3CC2)no1	1	-3	5	2	0	-1	3	-2
39	COc1ccc(F)cc1C(=O)N1CCOC(c2cc(=O)[nH]c(C)n2)C1 (stereo not drawn)	-12	-1	0	-3	1	3	-4	1
40	COc1ccc(OCC(=O)Nc2cccc(N3CCCS3(=O)=O)c2)cc1	1	-1	-20	0	-6	2	-7	0
41	CN1CCN(CCCN2C(=O)C3C(C(=O)Nc4ccc(Cl)c(Cl)c4)C4C=CC3(O4)C2C(=O)NC2CCCCC2)CC1 (stereo not drawn)	-8	-2	-14	-28	-6	-26	0	-2
42	Cc1nc(-c2cccc(S(=O)(=O)NCc3ccc(Cl)cc3)c2)no1	15	6	24	4	11	27	7	2
43	CN1[C@H]2CCN(C(=O)CC3CC3)CC[C@@H]2Oc2ccccc2S1(=O)=O	-4	-1	12	-2	0	-2	1	2
44	Cc1cc(=O)[nH]c(Nc2cccc(Cl)c2)n1	nt	-4	nt	-4	3	9	-6	8
45	CCOc1ccc(CC(=O)N2CC(C(=O)NC)C3(CCCC3)C2)cc1 (stereo not drawn)	3	-1	22	1	14	-28	6	1
46	C[C@H]1CN(Cc2ccco2)C[C@@]12COCCN(S(C)(=O)=O)C2	-11	0	-17	0	-8	-120	-27	-4
47	COc1ccc(CCN(C)c2ncnc3c2[nH]c2ccccc23)cc1OC	-7	1	-17	1	-2	0	0	-5
48	Cc1nc(-c2ncc[nH]2)cc(C2CCCN(C(=O)c3cccnc3)C2)n1 (stereo not drawn)	-9	-4	-16	-2	-8	-12	-26	0
49	O=C(C1c2ccccc2C(=O)N(c2ccccc2)C12CCCCC2)N1CCCC1 (stereo not drawn)	-9	-1	13	-3	-2	1	-5	1
50	O=C(CN1C(=O)c2ccccc2C1c1c[nH]c2ccccc12)NCCc1ccccc1 (stereo not drawn)	14	3	-1	-3	8	-15	-69	-4
51	O=C(CCc1c[nH]c2ccccc12)Nc1cc(S(=O)(=O)N2CCCCC2)ccc1Cl	14	-1	-58	-9	-17	-25	-11	-12
52	Cc1csc2ncc(C(=O)N3CCN(c4ccc(F)cc4)CC3)c(=O)n12	4	-1	-2	-1	0	5	3	-3
53	COc1ccc(C(=O)Cn2c(N(C)C)nc3c2c(=O)n(C)c(=O)n3C)cc1	18	2	23	4	15	13	15	2
54	CCCn1nccc1-c1cc(C2CCN(S(C)(=O)=O)CC2)nc(C)n1	-2	-4	1	0	-4	13	-1	0
55	Cc1c(O)nc2sccn2c1=O	-12	-3	-26	0	-2	2	-5	-6
56	O=C(CSc1n[nH]c(-c2ccncc2)n1)Nc1ccc(F)cc1	-6	-1	0	2	-9	-1	-1	1
57	Cc1ccc(S(=O)(=O)[C@H]2CS(=O)(=O)C[C@@H]2NC2CCCC2)cc1	-15	-4	-6	-4	-1	-1	-6	-3
58	CCOC(=O)c1ccc2[nH]cc(C(C)=O)c(=O)c2c1	nt	-157	nt	-135	1	-26	-13	-7
59	Cc1ccc(-c2nc3ccsc3c(=O)[nH]2)cc1	0	0	5	2	1	6	1	2
60	COc1ccccc1OCC(=O)NCc1ccc(-c2nc(C)ncc2-c2ccccn2)cc1	-16	-3	-7	2	-6	-15	-19	0
61	N#Cc1c2n(c(=O)n(CCOc3ccccc3F)c1=O)CCC2	2	-6	-42	-11	1	33*	1	-5
62	CC(C)(C)C(=O)OCc1cn(-c2ccccc2)nn1	-4	-4	2	0	-3	0	-9	2
63	Cc1ccc(NC(=O)N2CCC(CC(=O)N3CCCCC3)CC2)cc1C	10	0	15	-13	5	15	7	2
64	Cn1ccc2cc(CCC(=O)NCc3ccccc3)ccc21	-12	-4	-36	-3	-7	-6	-13	-10
65	COC(=O)/C=C/c1sc2nc(C)cc(C)c2c1N=CN(C)C	-5	-2	-6	-6	-11	-14	-11	-1
66	COc1cccc(CC2(NC(=O)c3ccccc3)N=C3C=CC=CN3C2=O)c1OC (stereo not drawn)	5	3	18	7	7	20	16	4
67	CCOC(=O)N1CCC(NC(=O)c2cn(-c3ccc(F)cc3)nn2)CC1	0	-1	1	-1	-59	1	-16	4
68	O=C(Cc1ccccc1)NC1CC(=O)N(Cc2ccccc2)C1 (stereo not drawn)	-9	-3	-7	-2	-9	-1	-6	0
69	Cc1cn2c(=O)cc(COC(=O)c3ccc(NC(=O)c4ccccc4F)cc3)nc2s1	-35	-2	-116	-4	-40	-14	-38	-5
70	Cc1cccc2cc(CN(CCCN3CCOCC3)C(=O)NC3CCCCC3)c(=O)[nH]c12	-5	-2	-13	-1	-5	-10	-15	0
71	N#Cc1cc(C(=O)c2cc(F)ccc2O)cn(-c2ccccc2F)c1=O	0	-159	-47	-159	-17	-4	-17	-9
72	O=C(NCc1ccccc1)C(c1ccc(F)cc1)N(C(=O)CCN1CCc2ccccc21)c1ccc2c(c1)OCO2 (stereo not drawn)	-60	-11	-301	7	-59	40*	-42	-3
73	O=C(CC1CCCC1)Nc1cccn2nc(-c3cccnc3)nc12	3	3	14	1	13	4	8	-1
74	CCOc1ccc(NS(=O)(=O)c2ccc3c(c2)CC(C)N3C(=O)C2CC2)cc1 (stereo not drawn)	5	6	14	6	-10	9	-3	7
75	CC(=O)c1ccc(Nc2c(C(=O)N3CCCCC3)cnc3nc(C)ccc23)cc1	-51	-27	-241	-27	-44	-116	-57	-3

# The closing three compounds of the part before open the next one.
no.	SMILES	USP28 inh	UCHL1 inh	USP30 block	USP7 inh	OTUD3 block	USP8 block	USP17 inh	USP10 inh
73	O=C(CC1CCCC1)Nc1cccn2nc(-c3cccnc3)nc12	3	3	14	1	13	4	8	-1
74	CCOc1ccc(NS(=O)(=O)c2ccc3c(c2)CC(C)N3C(=O)C2CC2)cc1 (stereo not drawn)	5	6	14	6	-10	9	-3	7
75	CC(=O)c1ccc(Nc2c(C(=O)N3CCCCC3)cnc3nc(C)ccc23)cc1	-51	-27	-241	-27	-44	-116	-57	-3
76	Cc1nc(CS(=O)c2ccc(Cl)cc2)cc(Oc2ccc(Cl)cc2Cl)n1 (stereo not drawn)	17	4	10	-141	7	-7	10	-7
77	CCc1ncc(-c2nc(-c3ccccc3)cs2)c(=O)n1CC(N)=O	1	1	-16	nt	3	-2	3	-4
78	COC(=O)c1nn(CC(=O)c2ccc3c(c2)OCCO3)c(=O)c2ccccc12	nt	-1	nt	-1	-7	-2	-11	0
79	CC1CN(C(=O)c2ccc3ccc(N(C)c4ccc(F)cc4)n3c2)CC(C)O1 (stereo not drawn)	nt	0	nt	-3	2	-21	-2	-3
80	O=C(NC1CCCC1)c1cn(-c2cc(-c3nc(C4CC4)no3)ccn2)cn1	-11	-2	-2	1	4	-4	1	-1
81	O=C1NCc2ccccc2CC12CCN(Cc1cccc(O)c1)C2 (stereo not drawn)	-5	-2	-12	-1	-3	-15	-13	0
82	COc1ccc(C(C(=O)NCc2ccccc2)N(C(=O)CCN2CCc3ccccc32)c2ccc(F)cc2)cc1OC (stereo not drawn)	-247	-38	i	-35	-195	-216	-169	-6
